# From PubChem
# Rtt109 HAT inh – blocks Candida albicans Rtt109/Vps75 acetyltransferase activity; Q5AAJ8; purified Rtt109/Vps75, ThioGlo CoA-SH fluorescence, 4 h; inhibition, % at 34.9 µM; actives 0.16% (n = 330,000); AID 540336;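 active = inhibition of at least 50% in every replicate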
# Target sequence (Q5AAJ8 whole entry, looked up): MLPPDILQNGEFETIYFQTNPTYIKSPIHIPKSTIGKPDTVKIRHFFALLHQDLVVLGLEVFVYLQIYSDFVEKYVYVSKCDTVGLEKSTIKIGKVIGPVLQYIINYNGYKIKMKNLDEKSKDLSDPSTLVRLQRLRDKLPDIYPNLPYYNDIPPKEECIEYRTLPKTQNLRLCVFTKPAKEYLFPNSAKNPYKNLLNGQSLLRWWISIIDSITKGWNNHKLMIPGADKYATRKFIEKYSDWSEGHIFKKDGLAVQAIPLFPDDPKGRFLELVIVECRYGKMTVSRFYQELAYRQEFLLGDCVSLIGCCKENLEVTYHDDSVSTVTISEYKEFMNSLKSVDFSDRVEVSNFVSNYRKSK
# Ecoli viability – reduces bacterial viability in AddAB counter-screen | AID 449728 | inhibition, % at 11.9 µM | E. coli V3065 growth, OD600 absorbance, 18 h | actives 0.27% (n = 330,000);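 active = inhibition above the campaign's mean inhibition across all tested compounds plus 3 SD, cut at about 9.9% in these data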;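 also: uninfected addAB+ strain grown without phage in ampicillin broth; 0% = DMSO wells and 100% = ciprofloxacin 0.95 µg/ml wells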
# PfHsp90 set2 – inhibits growth of yeast expressing Plasmodium falciparum Hsp90; inhibition, % at 9.4 µM; AID 504621; S. cerevisiae expressing PfHsp90, BacTiter-Glo ATP, 48 h; yeast lacking PDR1 and PDR3 efflux regulators; actives 0.32% (n = 310,000);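 active = every replicate shows inhibition above about 80%, whatever the replicate mean, limit read from the data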;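 also: 0% = DMSO neutral controls and 100% = 20 µM radicicol positive controls; yeast relying on Plasmodium falciparum Hsp90 in place of its own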
# AddAB inh – less growth of phage-infected E. coli with AddAB | E. coli expressing H. pylori AddAB, absorbance growth | inhibition, % at 11.9 µM | actives 0.29% (n = 330,000); in the data active = inhibition above about 12%;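 also: 0% = vehicle wells of infected cells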
# Tat transport – blocks Tat-dependent protein export in E. coli; E. coli MC4100 TorA-mCherry Tat export, fluorescence; inhibition, % at 10 µM; actives 0.036% (n = 340,000);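 active = mean replicate inhibition at least 50% and at least half of replicates individually reaching 50%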;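 also: exported cargo escapes ClpAP degradation while cytoplasmic cargo is degraded and loses fluorescence; 0% = median of neutral control wells and 100% = median of NaSCN control wells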
# Wnt act – activates Wnt/beta-catenin signaling in a reporter cell assay; activator, plate reader; activation, % at 9.35 µM; actives 1.2% (n = 300,000); AID 743398; in the data active = activation above about 30%, passing the limit was not always enough;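 also: 0% = neutral control wells and 100% = positive control wells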
# PvdQ inh – blocks Pseudomonas aeruginosa PvdQ acylase activity | inhibition, % at 10 µM | actives 0.063% (n = 340,000) | purified PvdQ acylase, fluorescence plate reader; in the data active = inhibition above about 30%, passing the limit was not always enough;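 also: 0% = vehicle neutral wells and 100% = reference inhibitor wells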
# phage Ecoli inh – E. coli growth loss with phage present. growth absorbance. AID 651602. inhibition, % at 11.9 µM. actives 0.26% (n = 360,000); in the data active = inhibition above about 11%
# CAL PDZ FP – blocks peptide binding to human CAL PDZ domain. Q9HD26. purified CAL PDZ, TMR-peptide fluorescence polarization, 1 h. inhibition, % at 20 µM. actives 0.02% (n = 330,000);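 active = highest replicate inhibition of at least 40%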;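 also: plate controls were DMSO neutral control wells for no effect and unlabeled competitor peptide control wells for full effect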
#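 material = purified tagged CAL PDZ domain construct (CerCALP) | compound dosing = 20 µM, one dose | times = 1 h at RT | measured by = fluorescence polarization from S- and P-plane intensities, G-factor corrected | read-out = inhibition from polarization loss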
# DAGLB inhibitor – diacylglycerol lipase beta (human) inhibition; Q8NCG7; HEK293T DAGLB membrane lysate, EnzChek fluorogenic substrate; inhibition, % at 5.17 µM; actives 0.059% (n = 340,000); in the data active = inhibition above about 34%;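 also: 0% = enzyme with vehicle and 100% = wells lacking enzyme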
# Target sequence (Q8NCG7 whole entry, looked up): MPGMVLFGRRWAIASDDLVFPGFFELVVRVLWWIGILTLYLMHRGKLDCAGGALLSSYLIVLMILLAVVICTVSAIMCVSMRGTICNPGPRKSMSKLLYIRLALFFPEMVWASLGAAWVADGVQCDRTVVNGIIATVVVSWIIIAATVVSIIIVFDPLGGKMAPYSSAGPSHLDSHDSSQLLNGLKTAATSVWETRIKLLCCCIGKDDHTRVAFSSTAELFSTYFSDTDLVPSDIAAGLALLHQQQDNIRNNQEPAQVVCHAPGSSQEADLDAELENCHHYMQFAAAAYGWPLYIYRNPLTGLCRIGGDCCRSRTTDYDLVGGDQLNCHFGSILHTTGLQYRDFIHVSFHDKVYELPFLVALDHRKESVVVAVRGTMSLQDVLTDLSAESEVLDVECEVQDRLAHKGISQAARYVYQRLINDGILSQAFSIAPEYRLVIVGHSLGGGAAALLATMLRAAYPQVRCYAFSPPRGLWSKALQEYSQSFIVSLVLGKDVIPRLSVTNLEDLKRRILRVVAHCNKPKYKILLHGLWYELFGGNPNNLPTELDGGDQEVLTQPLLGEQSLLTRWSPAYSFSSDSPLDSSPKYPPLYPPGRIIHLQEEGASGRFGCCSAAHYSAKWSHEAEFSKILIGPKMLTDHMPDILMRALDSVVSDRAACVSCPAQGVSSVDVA
# The depositor's hits bear a star; . = not tested or not shown.
SMILES,Rtt109 HAT inh,Ecoli viability,PfHsp90 set2,AddAB inh,Tat transport,Wnt act,PvdQ inh,phage Ecoli inh,CAL PDZ FP,DAGLB inhibitor
O=C(C1CCCO1)N1CCN(C(=S)Nc2cc(F)cc(F)c2)CC1 (stereo unspecified),-9,1.9,-5,-2.5,2,-3,-7,-2.5,-1.4,-2
CNc1nc(-c2c(C)[nH]c3ccc(OC)cc23)cs1,25,-1.2,-25,-0.3,-2,-1,9,-2.0,-0.6,-2
COc1cccc(NC(=O)C(=O)NCc2ccncc2)c1,.,-3.7,9,6.0,0,23,-11,4.7,-2.8,0
S=C(Nc1ccc(Cl)cc1)Nc1ccc2cn[nH]c2c1,9,1.2,-5,-1.7,-7,4,-11,7.0,0.0,-4
CCOc1ccc2sc(NS(=O)(=O)c3ccc(OC)c(OC)c3)nc2c1,6,-1.2,.,1.0,-1,.,6,-0.2,.,2
Cc1ccc(CSCCNC(=O)CSc2ccccc2)cc1,-11,0.5,-31,4.3,-1,-1,-8,3.4,-0.6,-14
CC(C)CN(C(=O)COC(=O)CNC(=O)c1ccccc1)c1c(N)n(Cc2ccccc2)c(=O)[nH]c1=O,15,-0.5,6,-1.7,2,7,6,0.4,-2.8,2
CCc1nnc(NS(=O)(=O)c2ccc(N3C(=O)c4ccc(C(=O)O)cc4C3=O)cc2)s1,-2,7.7,-1,9.5,2,-3,-4,4.1,-2.0,-2
CC(=O)Nc1ccc(Oc2nc(-c3cccnc3)nc3sc4c(c23)CCCC4)cc1,-3,-2.5,0,0.0,0,.,-11,.,-0.5,0
Cc1ccc(S(=O)(=O)N2CCC(C(=O)OCC(=O)N3CCCC3=O)CC2)cc1C,-8,0.5,.,1.3,4,1,-2,-3.4,-4.1,0
COc1cc(OC)c2c(c1)C(=O)c1cc(OC)cc(OC)c1C2=O,2,-1.3,-1,1.4,-1,.,-7,4.1,.,-2
COC(=O)Cn1ncn2c(cc3oc(C)cc32)c1=O,0,1.4,-9,-1.1,4,.,-15,-0.2,-1.5,-3
COc1cc(/C=N/NC(=O)c2cccs2)ccc1OCc1ccccc1,0,-0.5,9,0.8,-6,.,17,0.5,-1.8,0
CCC(Sc1nc2ccncc2[nH]1)C(=O)Nc1cc(Cl)ccc1C (stereo unspecified),9,1.4,-8,-0.5,15,-1,-6,1.1,-0.8,0
COC(=O)C1=NN(c2cccc3ccccc23)C2C(=O)N(c3ccccc3OC)C(=O)C12 (stereo unspecified),.,1.5,.,5.0,.,2,.,-1.6,.,.

# Sorted by formula weight (lowest first): part of the list above
SMILES,Rtt109 HAT inh,Ecoli viability,PfHsp90 set2,AddAB inh,Tat transport,Wnt act,PvdQ inh,phage Ecoli inh,CAL PDZ FP,DAGLB inhibitor
S=C(Nc1ccc(Cl)cc1)Nc1ccc2cn[nH]c2c1,9,1.2,-5,-1.7,-7,4,-11,7.0,0.0,-4
Cc1ccc(CSCCNC(=O)CSc2ccccc2)cc1,-11,0.5,-31,4.3,-1,-1,-8,3.4,-0.6,-14
O=C(C1CCCO1)N1CCN(C(=S)Nc2cc(F)cc(F)c2)CC1 (stereo unspecified),-9,1.9,-5,-2.5,2,-3,-7,-2.5,-1.4,-2
COc1cc(/C=N/NC(=O)c2cccs2)ccc1OCc1ccccc1,0,-0.5,9,0.8,-6,.,17,0.5,-1.8,0
Cc1ccc(S(=O)(=O)N2CCC(C(=O)OCC(=O)N3CCCC3=O)CC2)cc1C,-8,0.5,.,1.3,4,1,-2,-3.4,-4.1,0
COC(=O)C1=NN(c2cccc3ccccc23)C2C(=O)N(c3ccccc3OC)C(=O)C12 (stereo unspecified),.,1.5,.,5.0,.,2,.,-1.6,.,.
CC(C)CN(C(=O)COC(=O)CNC(=O)c1ccccc1)c1c(N)n(Cc2ccccc2)c(=O)[nH]c1=O,15,-0.5,6,-1.7,2,7,6,0.4,-2.8,2

# More structures:
SMILES,Rtt109 HAT inh,Ecoli viability,PfHsp90 set2,AddAB inh,Tat transport,Wnt act,PvdQ inh,phage Ecoli inh,CAL PDZ FP,DAGLB inhibitor
CCCOC(=O)c1[nH]c2c(c1C)C(=O)CC(c1ccc(OC)c(OC)c1)C2 (stereo unspecified),-7,-0.9,-4,-1.4,-1,0,0,2.1,-0.4,1
COc1ccc(CNC(=O)c2ccc(NS(=O)(=O)c3ccc4[nH]c(=O)[nH]c4c3)cc2)cc1OC,0,0.1,-16,0.2,-2,-1,-8,2.7,-1.5,-2
O=C(NC(=S)Nc1ccc2cn[nH]c2c1)c1ccccc1,-9,-3.6,-86,3.1,0,7,-6,4.1,-1.8,1
CN(Cc1ccc(Cl)cc1)C(=O)c1ccc2ccccc2n1,19,0.1,0,2.8,4,-7,2,2.2,-2.9,-7
COc1ccc(S(=O)Cc2ccc(C(=O)NCc3cccc(OC)c3)o2)cc1 (stereo unspecified),0,-0.3,-22,1.3,-4,19,-4,1.7,-0.6,-1
COc1ccc(/C=N\NC(=O)c2ccccc2F)cc1COc1ccc(F)cc1,0,1.4,-10,-1.4,-3,-1,0,1.4,0.7,0
COc1ccc(N(CC(=O)NCCSCc2cccc(Cl)c2)S(C)(=O)=O)cc1Cl,-6,-0.9,-18,-2.5,-2,-1,0,1.6,-0.9,-2
CCN(CC)S(=O)(=O)c1cc(NC(=S)NC(=O)C2CCCC2)ccc1C,19,1.6,.,0.8,2,1,14,4.0,0.0,-5
Cc1ccc(S(=O)(=O)Nc2ccc3ccccc3c2[N+](=O)[O-])cc1,2,.,115*,.,-2,-2,12,4.6,-0.1,18
Cc1ccc(C)c(NC(=S)N2CCCCC2CO)c1 (stereo unspecified),-4,0.2,8,1.4,4,0,-13,2.7,1.1,0
O=C(NC(=S)NN1CCOCC1)c1cc(Br)ccc1Cl,-1,-1.0,1,2.9,0,1,-16,3.2,0.3,1
O=C(C[C@H]1C/C=C\C[C@H](NC(=O)OCC2c3ccccc3-c3ccccc32)C(=O)O[C@@H](c2ccccc2)CNC1=O)NCCO,3,-3.9,22,0.2,6,-1,-5,1.0,-0.8,1
Cc1nn(-c2ccccn2)c2c1-c1nc(N)ncc1CC2,3,1.0,-28,0.4,1,30,-15,2.6,-0.6,-2
CN(C)S(=O)(=O)c1ccc(Cl)c(NC(=O)COC(=O)CN2C(=O)C3CCCCC3C2=O)c1 (stereo unspecified),0,1.1,-7,0.6,-7,0,5,0.0,-2.6,-1
Cc1ccccc1OCCC(=O)Nc1ccc(S(=O)(=O)N(C)C2CCN(C)CC2)cc1,1,2.7,13,1.9,1,-5,-8,6.1,-3.2,0

# Next section, starting with the last 4 of the part before.
SMILES,Rtt109 HAT inh,Ecoli viability,PfHsp90 set2,AddAB inh,Tat transport,Wnt act,PvdQ inh,phage Ecoli inh,CAL PDZ FP,DAGLB inhibitor
O=C(C[C@H]1C/C=C\C[C@H](NC(=O)OCC2c3ccccc3-c3ccccc32)C(=O)O[C@@H](c2ccccc2)CNC1=O)NCCO,3,-3.9,22,0.2,6,-1,-5,1.0,-0.8,1
Cc1nn(-c2ccccn2)c2c1-c1nc(N)ncc1CC2,3,1.0,-28,0.4,1,30,-15,2.6,-0.6,-2
CN(C)S(=O)(=O)c1ccc(Cl)c(NC(=O)COC(=O)CN2C(=O)C3CCCCC3C2=O)c1 (stereo unspecified),0,1.1,-7,0.6,-7,0,5,0.0,-2.6,-1
Cc1ccccc1OCCC(=O)Nc1ccc(S(=O)(=O)N(C)C2CCN(C)CC2)cc1,1,2.7,13,1.9,1,-5,-8,6.1,-3.2,0
COc1ccc(CNC(=O)CCc2nc(-c3ccccc3F)no2)c(OC)c1,1,-4.5,.,1.3,-1,.,-8,3.5,0.1,1
CCC(=O)c1ccc(N2CCN(C(=O)Cc3ccccc3)CC2)c(F)c1,1,0.4,-18,4.6,7,-2,-11,3.2,-0.2,-3
COc1cccc(CC2(CO)CCCN(C(=O)c3cc[n+]([O-])cc3)C2)c1 (stereo unspecified),-11,-0.6,8,1.0,-13,-2,-9,4.6,-0.2,-1
O=C(N/N=C\c1ccc2c(c1)OCO2)c1cncc(Br)c1,-9,0.0,-156,0.8,1,-1,-9,-1.8,-1.8,0
CCCCCCN1C=CC=C/C1=C\C=C(C#N)C#N,35,-1.7,0,-1.1,-4,-2,16,3.1,-0.7,.
CN(C)c1ccc(/C=C/c2nc3ccccc3c(=O)[nH]2)cc1,1,1.4,-6,0.2,3,16,-9,-0.1,0.8,-13
CCOC(=O)C(C)Sc1nc2c(cnn2-c2ccc(F)cc2)c(=O)[nH]1 (stereo unspecified),-1,0.1,3,-2.6,-4,-1,-14,3.0,-1.1,-5
CCOc1ccc(C2NC(=O)NC(C)=C2[N+](=O)[O-])cc1OC (stereo unspecified),-11,-0.9,-35,-0.5,-6,1,-9,1.7,-0.4,0
CCS(=O)(=O)N1CCC(C(=O)Nc2ccccc2OC)CC1,-5,0.9,3,1.3,1,0,5,-0.1,-0.6,-5
Cc1ccc(-n2c(Cc3cccs3)nnc2SCC(=O)OC(C)C)cc1,-1,0.5,-9,-1.9,1,-6,0,-2.2,0.3,-1
CCN(CC)CCCN1C(=O)C2C(C(=O)Nc3ccc(C(C)C)cc3)C3C=CC2(O3)C1C(=O)NC1CCCCC1 (stereo unspecified),-1,-0.8,-26,0.5,0,-3,-29,0.6,1.1,-1
CCCN1CCN(C(=O)Cn2ncc3c([nH]c4ccc(C)cc43)c2=O)CC1,21,-1.4,18,2.3,-1,-2,0,0.8,-0.1,-1
COc1ccc(OC)c(N(CC(=O)N2CCCC2)S(=O)(=O)c2ccc(OC)c(OC)c2)c1,25,0.9,-15,2.3,-6,-4,7,-1.1,-1.3,0
C#CCN1C=CC(=O)[C@@H](OC(=O)Nc2ccc(Cl)cc2)[C@H]1c1ccccc1Br,5,.,-13,.,-2,4,-15,-0.2,-1.3,-1
O=C(C1CCC1)N1CCN(S(=O)(=O)c2ccccc2)CC1,30,0.0,5,-1.5,2,0,15,1.5,-0.3,-8
Cc1ccc(C(=O)N(c2ccccn2)C(C)c2ccco2)cc1 (stereo unspecified),2,2.9,3,0.8,8,5,4,3.4,0.3,-2
COc1cc(/C=C/c2ccc3cccc(O)c3n2)cc(Cl)c1OC,4,3.2,-14,0.9,3,47*,-7,3.3,0.9,-8
CC(Sc1nccn1C)C(=O)c1ccc(Br)cc1 (stereo unspecified),3,-1.6,-21,4.1,-1,0,-5,2.3,-3.0,2
CC(=O)N1c2ccc(S(=O)(=O)N3CCCCC3)cc2CC1C(=O)Nc1ccc(C)cc1 (stereo unspecified),15,0.0,10,2.7,1,0,-9,0.3,-1.5,0
CC(=O)N1CCc2ccc(S(=O)(=O)N3CC(C)OC(C)C3)cc21 (stereo unspecified),15,0.1,-4,2.5,-1,27,-3,1.1,-1.9,1
CC(=O)/C(N=Nc1ccc(C(=O)O)cc1[N+](=O)[O-])=C(\C)O,12,4.0,12,-0.9,19,-1,7,0.7,-1.5,1
CCOC(=O)c1nn(-c2ccc(Cl)cc2)c(C)cc1=O,2,-1.4,32,-1.7,-3,0,13,3.2,-0.2,3
CCOc1ccc(Nc2ncnc3c2cnn3-c2ccccc2)cc1,8,1.3,-7,-0.4,-6,-2,2,1.2,1.2,-2
Cc1ccc(CN2CCC(Oc3ccc(C(=O)NCc4ccccn4)cc3)CC2)o1,3,-0.8,-23,-0.3,-9,-2,-12,-0.9,-0.8,-4
O=c1c2c(n3nnnc3n1Cc1ccccc1)-c1ccccc1CC21CCCC1,.,-0.9,13,6.8,1,.,-3,2.5,-2.4,0

# Compounds as they come; any-hit rate near 1.9%.
